RAM network inh – blocks the yeast RAM network | S. cerevisiae dse1pr::URA3 reporter, 5-FOA growth OD615, 2 d; analog-sensitive cbk1-as2 kinase mutant strain | inhibition, % at 50 µM | actives 1.8% (n = 190,000) | AID 868;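 active = inhibition above a set limit, 3 SD over mean compound inhibition, cut at about 8.4% in these data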;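 also: 0% = DMSO-only wells with no growth and 100% = 10 µM 1-NA-PP1 full growth; inhibition rescues growth on 5-FOA so higher OD means more RAM inhibition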
S1P3 antag – S1P3 (human) receptor antagonism | inhibition, % at 4.98 µM | actives 0.27% (n = 170,000) | CHO S1P3 NFAT-BLA reporter, FRET fluorescence, antagonist mode | Q99500;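 active = inhibition above the plate cutoff, the mean inhibition of test wells on that plate plus 3 SD, cut at about 28% in these data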;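 also: cells challenged with S1P at its EC80 of 0.8 µM; blue over green emission ratio from cleaved BLA substrate after 4 h stimulation; 0% = S1P-stimulated wells and 100% = unstimulated DMSO-only wells; some compounds past the cut are filed as inactive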
Target sequence (Q99500 whole entry, looked up): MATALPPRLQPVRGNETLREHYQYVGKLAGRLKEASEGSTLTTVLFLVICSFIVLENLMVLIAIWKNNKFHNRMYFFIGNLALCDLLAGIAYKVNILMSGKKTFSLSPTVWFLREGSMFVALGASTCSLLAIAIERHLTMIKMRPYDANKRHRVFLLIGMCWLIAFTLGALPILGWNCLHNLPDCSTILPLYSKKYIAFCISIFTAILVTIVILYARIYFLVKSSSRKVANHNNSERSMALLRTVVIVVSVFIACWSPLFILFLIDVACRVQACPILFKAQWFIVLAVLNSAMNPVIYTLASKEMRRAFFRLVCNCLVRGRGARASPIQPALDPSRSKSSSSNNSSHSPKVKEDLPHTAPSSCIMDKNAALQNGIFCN
Diaph inh CS – diaphorase inhibition or chemical oxidation counter-screen; diaphorase resazurin-to-resorufin fluorescence, NADH, 16 min; bacterial (C. kluyveri) enzyme, not human; inhibition, % at 20 µM; actives 0.69% (n = 190,000); AID 1217;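 active = primary screen inhibition at 20 µM above a set limit, cut at about 50% in these data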;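 also: plate controls were DMSO with full reaction for no effect and wells lacking NADH for full effect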
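System: Bacterial diaphorase enzyme (C. kluyveri) | Incubation: 16-min room-temperature incubation before reading | Benchmarks: No-NADH positive control and DMSO neutral control | Measured by: Resorufin fluorescence 544/590 nm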
PMI act – increases human mannose-6-phosphate isomerase activity | activation factor at 20 µM | AID 1214 | P34949 | actives 0.005% (n = 190,000) | purified human PMI, coupled resazurin fluorescence, 20 min; hits give high values; 1 = vehicle control, 0 substrate-free wells;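 active = activation factor of 2 or more at 20 µM, relative to plate controls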
Target sequence (P34949 whole entry, looked up): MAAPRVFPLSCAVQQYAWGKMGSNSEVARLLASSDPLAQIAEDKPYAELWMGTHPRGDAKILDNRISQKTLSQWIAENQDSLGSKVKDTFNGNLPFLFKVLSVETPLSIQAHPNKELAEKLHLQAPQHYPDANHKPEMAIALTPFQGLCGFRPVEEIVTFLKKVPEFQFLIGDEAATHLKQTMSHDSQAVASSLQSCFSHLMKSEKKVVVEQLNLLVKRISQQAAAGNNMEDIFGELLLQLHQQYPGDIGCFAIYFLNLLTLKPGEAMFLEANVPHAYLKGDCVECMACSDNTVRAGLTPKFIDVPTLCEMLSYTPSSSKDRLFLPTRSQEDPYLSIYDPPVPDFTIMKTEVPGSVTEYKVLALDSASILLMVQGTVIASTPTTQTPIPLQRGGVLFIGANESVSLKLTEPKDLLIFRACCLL
Lmaj promast – reduces viability of Leishmania major promastigotes; actives 9% (n = 200,000); resazurin fluorescence viability; inhibition, % at 10 µM; AID 1063;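 also: promastigotes grown with compound for 44 hours at 28 °C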
TLR4-MyD88 BLA – inhibitors of human TLR4-MyD88 binding. HeLa CL3-4 TLR4/MyD88 BLA complementation, FRET ratio. inhibition, % at 8.4 µM. actives 0.18% (n = 200,000); in the data active = inhibition above about 25%;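 also: 0% = vehicle and 100% = reference inhibitor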
Hsp70 activator – transcriptional activators of Hsp70; HeLa Hsp70 promoter luciferase reporter, luminescence; scaled: vehicle 0, proteasome-inhibitor control 100%; activation, % at 10 µM; actives 0.04% (n = 200,000); AID 1203;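 active = activation above the mean across all tested compounds plus 3 SD, cutoff set per campaign, cut at about 5.5% in these data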;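 also: 100% = MG132 at 30 µM as the positive control and 0% = DMSO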
G6PDH CS – counter-screen for G6PDH assay hits: L. mesenteroides G6PDH inhibition | Purified L. mesenteroides G6PDH, diaphorase/resazurin coupled fluorescence, 45 min | inhibition, % at 5 µM | actives 0.12% (n = 200,000)
PMI act satM6P – increases human PMI activity with near-saturating mannose 6-phosphate; P34949; coupled PMI enzyme assay, resazurin fluorescence, 20 min; hits give high values; 1 = untreated enzyme, 0 = substrate-free blank; actives 0.34% (n = 190,000); activation factor at 20 µM;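 active = activation factor of 2 or more at 20 µM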
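Test system: human PMI in coupled enzyme assay; Input: PMI at 15 ng/mL final; Medium: HEPES buffer, pH 7.4; Schedule: 20 min incubation at room temperature; Technique: resorufin fluorescence at Ex 544/Em 590 nm; Compound: 20 µM single dose; Probe or stimulus: Near-saturating mannose-6-phosphate, 1.0 mM.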
Diaph act CS – diaphorase activation or chemical reduction counter-screen. actives 0.005% (n = 190,000). activation factor at 20 µM. Diaphorase/resazurin coupled assay, resorufin fluorescence, 16 min; hits give high values; 1 = vehicle wells, 0 = NADH-free wells. AID 1229;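 active = diaphorase activity raised at least twofold by the compound at 20 µM; inactive = activation factor below 2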
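Material: Clostridium kluyveri diaphorase, purified enzyme; Quantity: enzyme 0.07 U/mL final; Medium: HEPES pH 7.4 buffer with MgCl2 and Tween 20; Dosing: single compound dose of 20 µM, 1% DMSO final; Schedule: 16 min reaction at room temperature; Measured by: red resorufin fluorescence at 544/590 nm excitation/emission.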
Redox H2O2 prof – compounds producing H2O2 with reducing agent – biochemical, NIH compound library profiling, artefact control for MLSCN library redox annotation, primary screen; DTT-dependent redox cycling H2O2, phenol red/HRP absorbance; 100% = 100 µM peroxide control, 0% = buffer; activation, % at 10 µM; actives 0.03% (n = 200,000); AID 878;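 active = activation of at least 50% relative to the plate's high and low controls in the primary single-dose screen; inactive = activation below 50%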;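 also: compound incubated with DTT at 0.8 mM final as the reducing agent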
* = called active by the depositor; · = not tested or not shown. Rule as the data show it, unless noted: active = inhibition above about 50%; inactive = the rest.

SMILES	RAM network inh	S1P3 antag	Diaph inh CS	PMI act	Lmaj promast	TLR4-MyD88 BLA	Hsp70 activator	G6PDH CS	PMI act satM6P	Diaph act CS	Redox H2O2 prof
Cc1cc(-c2ccccc2)oc(=O)c1NC(=O)c1ccccc1	2.1	-14	25	0.9	1	-12	-0.3	8	0.9	0.7	0.1
Cc1[nH]nc2c1C(C(C)c1ccccc1)C(C#N)=C(N)O2 (stereo unspecified)	3.6	-14	7	1	14	-2	-0.3	-4	1.1	0.9	-0.4
CN=c1scc(-c2cccs2)n1/N=C/c1ccccc1O	8.9*	-7	19	0.9	86*	-5	-0.7	-2	0.9	0.8	0.3
C=C(C)CC(NCc1ccco1)c1ccc(OC)cc1 (stereo unspecified)	1.2	·	-9	1	0	6	0.0	3	1.1	1.1	1.5
CC(C)(C)C1=Nn2c(nnc2C2CCCCC2)SC1	-0.4	·	8	1	-6	15	0.0	-4	1.1	0.9	1.8
CCn1c(C)nc2cc(C(=O)NNC(=O)Nc3ccc(Cl)cc3)ccc21	2.5	-2	8	1.9	-6	3	-0.2	5	2.8*	0.9	-1.0
COC(=O)c1sccc1NC(=O)CSc1cc(Cl)ccc1Cl	9.5*	·	16	0.8	0	0	-0.3	6	0.8	0.8	-4.0
O=C(Nc1ccccn1)c1sc2cccc(F)c2c1Cl	3.8	-7	4	1	-7	-4	0.2	6	1	1	0.1
CCO/C=C1/C(=O)N(C)C(=O)c2cc(OC)ccc21	-0.8	·	22	1.4	-4	7	-0.2	19	1.7	0.8	-10
Cc1c(C(C)O)nnn1-c1nonc1N (stereo unspecified)	-0.1	-26	4	1	-3	5	-0.4	4	1.1	1	-3.5
CCOc1ccc(S(=O)(=O)N/N=C(\C)Cc2ccc(OC)cc2)cc1	0.2	-10	7	1.5	3	7	0.0	8	1.1	0.9	0.3
O=C(c1cnc2n(c1=O)CCS2)N1CCN(c2ccccc2Cl)CC1	1.8	-6	11	1	-6	9	-0.1	14	1	0.9	-0.5
O=C(Nc1ccccc1)Nc1cc(OCC(F)(F)F)cc(OCC(F)(F)F)c1	7.5	-5	24	0.8	100*	2	0.1	-2	0.8	0.8	-0.6
O=C(Nc1c(F)cc(F)cc1Br)c1cc(-c2ccc(O)cc2)on1	-1.3	-14	18	0.9	-5	-2	0.0	5	1	0.8	-0.4
COc1cc(OC)c(OC)cc1CNC1CCCCCC1	1.1	-18	-9	1	16	-3	0.5	1	1	1.1	3.2
N#CC(C(=O)NCCc1ccccc1)c1nc2ccccc2nc1N1CCOCC1 (stereo unspecified)	1.1	14	22	0.8	4	-6	0.1	-28	0.8	0.8	1.4
Cc1ccc2oc(=O)c3cnn(CC(=O)N4CCc5ccccc5C4)c3c2c1	2.6	10	31	1.1	13	·	·	-9	1	0.7	-1.1
NNc1nc2c(F)cccc2s1	0.9	-9	14	0.9	-3	2	-0.1	-17	0.9	0.9	0.4
COC(=O)/C=C1/N/C(=N\c2nc(C)cc(C)n2)N(c2ccc(C)c(C)c2)C1=O	0.9	·	18	0.9	24	-2	-0.3	-19	0.9	0.8	2.5
Cc1cc(=O)oc(C)c1C(=O)OC(C(=O)c1ccccc1)c1ccccc1 (stereo unspecified)	4.7	7	16	1	-2	-24	-0.2	9	1	0.8	-0.6
Cc1cc(C)nc(N2CCC(C(=O)Nc3ccc4c(c3)OCCO4)CC2)n1	-0.4	-3	7	1	-4	-8	-0.1	4	0.9	0.9	-0.5
CC(C)OCCCNC(=O)c1cc(Sc2ccc(F)cc2)nc2ccccc12	7.1	-3	13	0.9	50*	-15	0.0	-7	0.9	0.9	0.8
O=C(CC1C(=O)NCCN1Cc1cccc(Oc2ccccc2)c1)NCCc1ccccn1 (stereo unspecified)	0.6	1	32	1	-2	0	-0.1	17	0.8	0.7	-1.2
COc1ccc(OC)c(C(=O)N2CCC(C(=O)c3ccc(F)cc3)CC2)c1	0.5	·	11	1	-1	0	-0.2	-4	1	0.9	-0.2
Clc1ccc2c(c1)C(N1CCNCC1)Cc1ccccc1S2 (stereo unspecified)	0.7	·	-2	1	100*	-2	-0.1	-5	0.9	1	-0.4
(cont.)
SMILES	RAM network inh	S1P3 antag	Diaph inh CS	PMI act	Lmaj promast	TLR4-MyD88 BLA	Hsp70 activator	G6PDH CS	PMI act satM6P	Diaph act CS	Redox H2O2 prof
O=C(c1sc2ccccc2c1Cl)N(Cc1ccco1)C1CCS(=O)(=O)C1 (stereo unspecified)	0.0	-7	17	1.1	96*	-1	-0.4	9	1	0.8	3.3
Oc1ccc(C=NC2CCCCC2)c(O)c1	1.1	-6	27	0.7	-2	14	0.0	18	0.7	0.7	-1.2
O=C(COC(=O)c1cccs1)Nc1cccc(S(=O)(=O)NC2=NCCCCC2)c1	2.0	1	9	0.9	0	-5	0.2	6	0.9	0.9	-0.4
O=C(c1ccccc1-c1ccccc1)N1CCCCC1	2.7	-10	-1	1	7	3	0.2	-1	1	1	-0.7
Cc1cc(C)n(-c2nnc(C)n2/N=C/c2ccco2)n1	0.4	·	32	0.9	-2	10	-0.3	-6	1	0.7	-0.3
CN(N=Nc1ccc([N+](=O)[O-])cc1)c1ccccc1	-0.5	-19	10	0.9	1	-2	0.3	9	1	0.9	0.8
COc1ccc(C2C(C(=O)Nc3cc(C)on3)c3ccccc3C(=O)N2C)cc1OC (stereo unspecified)	2.4	·	12	0.9	-2	-11	-0.4	1	0.9	0.9	-1.3
COc1ccc(OC)c(C2C(C#N)=C(N)Oc3cc(N)ccc32)c1 (stereo unspecified)	-0.3	4	15	0.8	0	4	-0.1	4	0.8	0.8	-0.6
COc1ccc(NC(=O)CCN2C(=O)C3CC=C(Cl)CC3C2=O)cc1 (stereo unspecified)	2.0	5	-1	1.1	1	-3	-0.4	-7	1	1	0.9
CCCCNC(=O)C1CC(=O)N(c2ccc(OC)cc2)C1c1ccc(OC)cc1 (stereo unspecified)	-1.1	·	4	1	-8	-2	-0.3	6	1	1	3.9
Cc1cc(Cl)ccc1C(=O)C1CCCN(C(=O)c2cc(C(C)C)no2)C1 (stereo unspecified)	-0.8	-5	13	0.9	-3	2	-0.2	2	0.9	0.9	-0.2
Cc1c(C(=O)NCCc2ccccc2)oc2ccc(S(=O)(=O)N3CCOCC3)cc12	2.5	·	15	0.9	-3	2	-0.2	-33	0.9	0.8	-0.3
COc1ccccc1OCc1ccc(C(=O)N2CCN(C(=O)c3ccco3)CC2)cc1	-0.1	·	25	1	-4	-7	-0.2	10	1.1	0.7	-0.1
NC(=O)CCN(Cc1ccccc1)S(=O)(=O)c1ccccc1	0.5	9	1	1	-2	-3	0.1	9	1	1	1.4
Cc1cc2nc(CCN3CCOCC3)n(S(=O)(=O)c3ccc(C(C)(C)C)cc3)c2cc1C	-0.1	·	3	1	27	2	-0.2	3	1	1	-0.2
Cc1ccc(CNS(=O)(=O)N(C)C)cc1	3.2	·	9	1	-1	-2	0.2	5	1.1	0.9	0.7
CCOC(=O)C1(CCc2ccccc2)CCN(C(=O)c2cc(C)nc(C)n2)CC1	-0.5	5	16	1	4	7	-0.3	14	1	0.8	1.0
CN(C)c1ccc(/C=C(\Cl)c2nc3ccccc3s2)cc1	8.6*	-6	5	0.9	5	18	-0.4	-21	1	1	1.4
CCOC(=O)c1c(NC(=O)c2cc(-c3ccc(O)cc3)on2)sc(C(C)=O)c1C	3.2	1	23	1	-10	-3	-0.3	8	1	0.8	0.5
Cc1nc(N2CCN(c3ccccc3)CC2)[nH]c(=O)c1Cc1ccccc1	1.7	-17	-1	1.1	-1	2	-0.3	9	1	1	-0.7
CCOC(=O)c1cnc(-n2cc(C)cn2)nc1Nc1ccccc1OC	4.2	-32	4	0.9	-4	-1	0.1	-61	1	1	-3.7
COc1ccc(/C=N/Nc2ncnc3sc4c(c23)CCCC4)cc1O	-0.3	17	17	1	20	-5	-0.3	-5	1	0.8	0.3
Cc1cccc(CC(=O)Nc2cc(C)c3c(=O)oc4ccccc4c3n2)c1	2.0	·	15	0.8	-3	-9	0.6	-29	0.9	0.8	-0.1
Cn1cccc1Cc1nnc(SCC(=O)NCCc2ccccc2)n1-c1ccc(F)cc1	1.7	7	15	0.9	1	-12	-0.1	-5	0.9	0.8	-0.2
Cc1ccc2cc(C)c(SCC(=O)NCc3ccco3)nc2c1	2.2	-12	8	1.1	7	0	-0.3	1	1.1	0.9	-1.3
The listing continues:
SMILES	RAM network inh	S1P3 antag	Diaph inh CS	PMI act	Lmaj promast	TLR4-MyD88 BLA	Hsp70 activator	G6PDH CS	PMI act satM6P	Diaph act CS	Redox H2O2 prof
CC(C)(Oc1ccc(Cl)cc1)C(=O)N1CCC(C(N)=O)CC1	-0.1	9	5	1	1	-13	0.0	6	1.1	1	0.9
CCOc1ccc2nc(NCCCO)[nH]c2c1	-1.4	·	0	1.1	8	1	-0.2	6	1	1	2.9
O=C1NC(=Nc2ccccc2)S/C1=C/c1cccs1	1.9	2	-5	1.2	-9	-8	0.0	2	1.1	1.1	-1.5
CN1CCN(C(=O)C2=C[C@@H](c3ccccc3)C[C@@H](OCCCCO)O2)CC1	1.1	-14	15	0.8	-3	-6	0.0	12	0.8	0.8	-1.4
Cc1nnc(N(Cc2ccccc2)C(=O)c2cnccn2)s1	0.7	8	13	1	-1	-14	-0.3	9	1	0.9	-4.7
C/C(=N\N=C(c1ccccc1)c1ccccc1)c1ccco1	1.4	-9	42	0.8	16	1	-0.2	4	0.9	0.6	-0.1
CCOc1ccccc1N1CCN(CC(O)COc2ccc3c(C)cc(=O)oc3c2)CC1 (stereo unspecified)	-1.9	·	10	0.9	5	-14	-0.1	-56	0.9	0.9	0.1
O=C(CO/N=C1\CCCc2nonc21)Nc1ccc(Br)cc1	0.8	6	10	1	-4	3	-0.3	-10	1	0.9	-0.1
N#Cc1c(NC(=S)NC(=O)C2CCCC2)sc2c1CCCCC2	0.1	4	13	0.9	25	-5	-0.4	-13	0.9	0.9	1.5

Screens (PubChem BioAssay)
